Screening results as filed in PubChem.
ASK1 primary: inhibitors of human ASK1 kinase; Q99683; AlphaScreen MKK6 phosphorylation by ASK1, luminescence; inhibition, % at 7.44 µM; 22,000 tested, 0.99% active; in the data active means inhibition above about 35%;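 further: 0% = median of compound wells and 100% = no enzyme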
Target sequence (Q99683 whole entry, looked up): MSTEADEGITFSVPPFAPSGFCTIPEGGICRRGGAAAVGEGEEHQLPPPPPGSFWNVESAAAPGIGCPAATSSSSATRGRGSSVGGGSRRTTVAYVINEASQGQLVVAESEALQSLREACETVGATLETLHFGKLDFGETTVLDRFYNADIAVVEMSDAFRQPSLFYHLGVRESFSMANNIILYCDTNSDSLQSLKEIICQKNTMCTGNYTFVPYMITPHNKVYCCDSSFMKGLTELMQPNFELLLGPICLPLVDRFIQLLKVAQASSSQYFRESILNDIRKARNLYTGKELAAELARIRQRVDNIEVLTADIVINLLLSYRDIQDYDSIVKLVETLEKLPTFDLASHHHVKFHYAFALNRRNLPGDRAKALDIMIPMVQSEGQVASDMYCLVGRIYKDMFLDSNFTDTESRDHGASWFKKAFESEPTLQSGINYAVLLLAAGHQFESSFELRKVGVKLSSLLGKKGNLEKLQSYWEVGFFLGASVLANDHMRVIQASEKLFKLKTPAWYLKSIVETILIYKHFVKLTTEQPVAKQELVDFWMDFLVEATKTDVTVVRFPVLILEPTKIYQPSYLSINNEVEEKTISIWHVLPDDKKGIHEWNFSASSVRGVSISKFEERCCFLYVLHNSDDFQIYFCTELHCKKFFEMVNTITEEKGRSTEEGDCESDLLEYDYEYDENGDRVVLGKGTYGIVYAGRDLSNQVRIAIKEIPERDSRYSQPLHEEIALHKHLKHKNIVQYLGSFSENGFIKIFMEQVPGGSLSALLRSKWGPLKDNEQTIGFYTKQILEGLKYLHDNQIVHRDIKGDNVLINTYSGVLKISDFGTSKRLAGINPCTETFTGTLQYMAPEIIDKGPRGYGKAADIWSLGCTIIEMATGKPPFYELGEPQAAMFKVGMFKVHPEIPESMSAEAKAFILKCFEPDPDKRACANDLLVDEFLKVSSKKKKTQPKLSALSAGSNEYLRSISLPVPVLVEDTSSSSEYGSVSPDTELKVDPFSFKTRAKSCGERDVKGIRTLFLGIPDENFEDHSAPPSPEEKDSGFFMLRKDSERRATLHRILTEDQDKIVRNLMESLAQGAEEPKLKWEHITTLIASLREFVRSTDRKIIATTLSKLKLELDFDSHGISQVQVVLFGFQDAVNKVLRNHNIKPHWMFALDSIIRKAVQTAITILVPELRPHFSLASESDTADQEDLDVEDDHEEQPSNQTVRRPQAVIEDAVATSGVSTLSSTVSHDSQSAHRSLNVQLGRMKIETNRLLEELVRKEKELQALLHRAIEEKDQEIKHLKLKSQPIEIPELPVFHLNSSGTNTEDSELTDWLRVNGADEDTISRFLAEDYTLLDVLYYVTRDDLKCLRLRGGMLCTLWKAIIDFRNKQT
ULK1 primary: inhibitors of human ULK1 kinase. inhibition, % at 5.96 µM. AID 1259251. AlphaScreen Atg13 phosphorylation by ULK1, luminescence. O75385. 30,000 tested, 1.9% active; in the data active means inhibition above about 43%;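 further: 0% = median of compound wells and 100% = no enzyme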
* hit, by the source's call; x = no result given; & = joins results of further samples.

ASK1 primary	ULK1 primary	SMILES
-10.7	0.8	O=C(Nc1ccc2[nH]ncc2c1)C1CCN(C(=O)[C@@H]2Cc3ccccc3CN2)C1 (stereo partly specified)
-9.5	-1.8	C[C@@H](NC(=O)c1cccs1)c1nc(-c2ccncc2)n[nH]1
-3.1	2.3	c1cc(NC2CC2)nc(-c2ccc(N3CCOCC3)nc2)n1
1.7	8.8	O=C(Cc1ccccc1)Nc1cnn(-c2cccc(C(=O)N[C@H]3CCNC3)c2)c1
x	-12.7	C/C=C/C(=O)Nc1ccc(-c2ccc(NC(=O)/C=C/C)c(OC)c2)cc1OC
1.8	6.2	COc1ccc(CCNc2ncnc3c2nc(NCCCN2CCCC2=O)n3C(C)C)cc1
-4.2	32.1	COc1ccc(CCNc2nc(Nc3ccc4ncccc4c3)ncc2C)cc1
23.5	22.0	COc1cc(NC(=O)c2csc(-c3ccc(N4CCN(C)CC4)cc3)n2)cc(OC)c1OC

The results go on:
ASK1 primary	ULK1 primary	SMILES
1.1	-2.1	Nc1nccc(-c2ccc3nc(C4COc5ccc(C(=O)NCc6cccnc6)cc5C4)[nH]c3c2)n1 (stereo unspecified)
-1.9	-2.6	COc1ccc2c(c1)C[C@H](C(=O)Nc1ccc(-c3cn[nH]c3)cc1OCCN1CCCC1)NC2
x	-3.5	Cc1ccc(C)c(NC(=O)CSc2ncc(CO)n2CC(=O)NCc2ccc(Cl)cc2)c1
-6.6	-28.6	COc1ccc(-c2cccc(C(=O)NCCO)c2)cn1
-2.5	-2.8	Cc1cc(Nc2ccc(Oc3ccccc3)cc2)nc(Nc2ncccn2)n1
-0.1	1.3	CCCNC(=O)Cc1cn(-c2ccc(N3CCc4ccccc4C3)nn2)c2ccccc12
x	-5.4	COc1ccc(/C=N/Nc2ccc([N+](=O)[O-])cc2S(=O)(=O)N2CCOCC2)cc1
x	5.9	CCCOc1ccc(C(=O)CCN(CC)CC)cc1

(listing goes on)
ASK1 primary	ULK1 primary	SMILES
-2.0	20.5	OCCNc1ccnc(Nc2ccc(N3CCOCC3)cc2)n1
17.7	-13.4	CN1CCN(C(=O)c2ccc(-c3nc(NC4CC4)c4[nH]cnc4n3)cc2)CC1
32.3	21.1	O=C(Cc1cn(-c2ccc(Nc3ccc(N4CCOCC4)cc3)nn2)c2ccccc12)Nc1ccc(N2CCOCC2)cc1
-1.8	-4.4	COc1cc2nc(N3CCCC3CO)nc(Nc3ccccc3)c2cc1OC (stereo unspecified)
-10.3	-5.4	Cc1cc(NCCOc2ccccc2)nc(-c2csc3ccccc23)n1
x	-6.1	O=C(Cc1ccccc1)Nc1nnc(-c2ccccc2I)s1
15.8	23.8	CC(C)n1c(Nc2cnccn2)nc2c(Nc3ccc4c(c3)OCO4)ncnc21
23.3	3.7	CC(C)n1cnc2c(NCc3cccc(C(F)(F)F)c3)nc(N3CCC(N4CCOCC4)CC3)nc21

Next entries
ASK1 primary	ULK1 primary	SMILES
25.9	1.5	O=C(NCCc1ccc(O)cc1)c1ccc2nc(-c3ccc(C(=O)NC4CC4)cc3)sc2c1
-5.0	-11.6	c1ccc2c(c1)CCN(c1nc(NCCN3CCOCC3)c3ncn(-c4ccsc4)c3n1)C2
-1.3	-2.0	CN1CCN(C(=O)c2ccc(-c3cc(NCCOc4ccccc4)nc(N)n3)cc2)CC1
-0.8	-3.9	COc1ccc(CCNc2ncnc3c2nc(-c2ccc(N4CCOCC4)nc2)n3C(C)C)cc1
-5.4	2.8	CCN(CC)C(=O)C1CCCN(c2nc(C)cc(NCCN3CCOCC3)n2)C1 (stereo unspecified)
x	7.9	COc1ccc2c3c(c(=O)oc2c1)CN(C(=O)c1c(F)cccc1F)CC3
5.8	-4.6	CC(=O)c1cccc(-c2nc(C(=O)Nc3ccc(N4CCOCC4)cc3)cs2)c1
-28.8	-4.6	O=C1CCCN1CCn1cnc2c(NC3CC3)nc(NCCN3CCOCC3)nc21

15 of these compounds in a different format.
Screens in order – ASK1 primary	ULK1 primary
CN1CCN(C(=O)c2ccc(-c3nc(NC4CC4)c4[nH]cnc4n3)cc2)CC1
→ 17.7	-13.4
O=C(Cc1cn(-c2ccc(Nc3ccc(N4CCOCC4)cc3)nn2)c2ccccc12)Nc1ccc(N2CCOCC2)cc1
→ 32.3	21.1
COc1cc2nc(N3CCCC3CO)nc(Nc3ccccc3)c2cc1OC (stereo unspecified)
→ -1.8	-4.4
Cc1cc(NCCOc2ccccc2)nc(-c2csc3ccccc23)n1
→ -10.3	-5.4
O=C(Cc1ccccc1)Nc1nnc(-c2ccccc2I)s1
→ x	-6.1
CC(C)n1c(Nc2cnccn2)nc2c(Nc3ccc4c(c3)OCO4)ncnc21
→ 15.8	23.8
CC(C)n1cnc2c(NCc3cccc(C(F)(F)F)c3)nc(N3CCC(N4CCOCC4)CC3)nc21
→ 23.3	3.7
O=C(NCCc1ccc(O)cc1)c1ccc2nc(-c3ccc(C(=O)NC4CC4)cc3)sc2c1
→ 25.9	1.5
c1ccc2c(c1)CCN(c1nc(NCCN3CCOCC3)c3ncn(-c4ccsc4)c3n1)C2
→ -5.0	-11.6
CN1CCN(C(=O)c2ccc(-c3cc(NCCOc4ccccc4)nc(N)n3)cc2)CC1
→ -1.3	-2.0
COc1ccc(CCNc2ncnc3c2nc(-c2ccc(N4CCOCC4)nc2)n3C(C)C)cc1
→ -0.8	-3.9
CCN(CC)C(=O)C1CCCN(c2nc(C)cc(NCCN3CCOCC3)n2)C1 (stereo unspecified)
→ -5.4	2.8
COc1ccc2c3c(c(=O)oc2c1)CN(C(=O)c1c(F)cccc1F)CC3
→ x	7.9
CC(=O)c1cccc(-c2nc(C(=O)Nc3ccc(N4CCOCC4)cc3)cs2)c1
→ 5.8	-4.6
O=C1CCCN1CCn1cnc2c(NC3CC3)nc(NCCN3CCOCC3)nc21
→ -28.8	-4.6

Further entries.
ASK1 primary	ULK1 primary	SMILES
-9.3	0.5	COc1ccc(-c2cnc3cccc(NC(C)=O)c3c2)cc1
4.0	2.2	NC(=O)c1ccc(-c2ccc(N3CCOCC3)nc2)s1
7.2	17.7	COc1ccc(CCNc2nc(Nc3nc4ccccc4n3C)nc3nc[nH]c23)cc1
-5.2	5.8	c1ccc(Nc2nc(Nc3ncccn3)nc3c2ncn3-c2ccccc2)cc1
x	7.4	CS(=O)(=O)c1ccc(N2CCN(CCO)CC2)c([N+](=O)[O-])c1
x	-7.9	COC(CNc1cc(-c2ccccn2)nc(-c2ccccn2)n1)OC
-4.0	4.2	Cc1nn(C)c(C)c1-c1cccc(C(=O)Nc2ccc(N3CCOCC3)cc2)n1
-6.8	11.8	O=C(NC1CCN(Cc2ccccc2)CC1)c1cnc(Nc2ccccn2)s1

The listing continues:
ASK1 primary	ULK1 primary	SMILES
9.0	-12.1	N[C@@H](Cc1ccc(Cl)cc1)c1nc2ccc(-c3ccncc3)cc2[nH]1
23.4	16.2	CC(C)N(CCNc1cc(Nc2ccc(N3CCOCC3)cc2)nc(N)n1)C(C)C
16.5	-39.9	O=C(Cc1ccc2c(c1)OCO2)Nc1cc(Nc2ccccc2-c2ncn[nH]2)c(F)cn1
x	-4.8	O=C(O)CN(CCN(CC(=O)O)CC(=O)O)CC(=O)O
x	0.7	COc1ccc(S(=O)(=O)NNC(=O)Cc2ccc([N+](=O)[O-])cc2)cc1
-6.4	-3.3	O=C(Nc1cccc(Cl)c1N1CCN(Cc2cccs2)CC1)c1ccc(Br)o1
x	3.1	Cn1c(=O)c2c(nc(SCC(=O)O)n2Cc2ccc(Cl)cc2Cl)n(C)c1=O
-17.8	4.6	O=C(NCc1cccnc1)c1cnc(Nc2ccc(N3CCOCC3)cc2)s1

Continuation.
ASK1 primary	ULK1 primary	SMILES
x	5.4	CC(=O)N(CN1C(=O)C2C3C=CC(C3)C2C1=O)c1ccc(C)cc1 (stereo unspecified)
-20.0	9.3	CCN(CC)C(=O)C1CCCN(c2cccc(C(=O)NCCO)n2)C1 (stereo unspecified)
-1.5	7.9	CCNc1nc(NCCN2CCOCC2)c2ncn(-c3ccccc3)c2n1
4.2	5.0	FC(F)(F)c1cccc(CNc2nc(N3CCN(c4ccccn4)CC3)nc3nc[nH]c23)c1
x	7.9	CC1(C)S[C@@H]2[C@H](NC(=O)[C@H](N)c3ccc(O)cc3)C(=O)N2[C@H]1C(=O)O
x	2.5	Cc1c(C(=O)O)sc2nc[nH]c(=O)c12
37.7*	-15.2	COc1cc2nc(Nc3cccc(N(C)C)c3)nc(NCc3cccc(C(F)(F)F)c3)c2cc1OC
7.0	-7.5	O=C1CCCN1CCCNc1nc(NCc2cccnc2)nc2c1ncn2Cc1ccc(C(F)(F)F)cc1

Further structures follow.
ASK1 primary	ULK1 primary	SMILES
20.4	15.9	Fc1cnc(Nc2ccc(CN3CCOCC3)cc2)nc1-c1cc(N2CCOCC2)cc(C(F)(F)F)c1
8.1	-21.9	COc1ccc2c(c1)CC(C(=O)Nc1ccc(-c3cn[nH]c3C)cc1OCc1cccnc1)CO2 (stereo unspecified)
x	4.9	COc1cc(O)c(C(=O)c2ccccc2)cc1S(=O)(=O)O
-9.6	-10.5	O=C1CCCN1CCCNc1nc(Nc2ccc(Oc3ccccc3)cc2)c2ncn(CCN3CCCC3=O)c2n1
x	8.8	COc1ccc(C(=O)c2oc3ccc(NC(=O)c4ccccc4OC)cc3c2C)cc1OC
-3.6	-9.0	COc1nc(NCCO)nc(-c2ccc(C(=O)N3CCN(C)CC3)cc2)n1
7.3	-9.3	NC(=O)c1ccc(-c2cccc(C(N)=O)c2)cc1
2.2	-0.9	CCCN1CCN(c2c(Cl)cccc2NC(=O)c2ccc(-c3ccccc3O)o2)CC1

The results go on:
ASK1 primary	ULK1 primary	SMILES
-5.9	-0.6	Clc1nc(NCc2cccnc2)c2ncn(C3CCCCC3)c2n1
-1.0	-1.4	COc1cccc(CCC(=O)NCCNC2CCNC(=O)c3[nH]ccc32)c1 (stereo unspecified)
23.6	-4.3	Oc1ccc(CCNc2nc(NC3CCN(Cc4ccccc4)CC3)nc3c2ncn3C2CCCCC2)cc1
-1.6&4.4	3.7&5.3	O=C(N[C@H]1CC[C@H](C(=O)Nc2ccc3[nH]ncc3c2)C1)C(O)c1ccc(F)cc1 (stereo partly specified)
8.3	4.1	c1ccc(OCCNc2nc(-c3ccc(N4CCOCC4)nc3)nc3c2ncn3-c2ccccc2)cc1
2.6	-12.1	COc1ccc(CCNc2cc(C)nc(-c3c(C)noc3C)n2)cc1
x	-1.8	O=C(NCc1ccco1)C1CCN(Cc2cccc(Cl)c2Cl)CC1
-11.4	6.6	O=C(NCc1cccnc1)c1ccc(-c2ccc(N3CCOCC3)nc2)s1

Continued.
ASK1 primary	ULK1 primary	SMILES
5.0	-12.6	O=C(Cc1cn(-c2ccc(Cl)nn2)c2ccccc12)NCc1nc2ccccc2[nH]1
1.7	-10.7	Cc1noc(C)c1-c1cc(C(=O)NCc2cccc(C(F)(F)F)c2)ccn1
-7.4	7.9	CCCNc1nc(Nc2cnccn2)nc2c1ncn2CCN1CCCC1=O
x	-9.8	O=C(N[C@H](CO)[C@H](O)c1ccc([N+](=O)[O-])cc1)C(Cl)Cl
10.5	41.8	CC(=O)Nc1cccc(-c2cnc3cccc(N(C(C)=O)C(C)=O)c3c2)c1
0.4	10.0	CC(C)n1c(-c2ccc(C(=O)NC3CC3)cc2)nc2c(NCCN3CCOCC3)ncnc21
-10.4	7.5	CC(=O)Nc1ccc(Nc2cc(-c3cccc(C(C)=O)c3)ncn2)cc1
x	13.4	Cc1cc(-n2c(C)nc3ncccc3c2=O)ccc1NC(=O)C1CCCC1

New compounds follow
ASK1 primary	ULK1 primary	SMILES
4.0	1.4	Nc1cccc(-c2cccc(C(=O)Nc3ccc(N4CCOCC4)cc3)c2)c1
x	9.5	O=C(O)C1CCCN(C2CCN(CCc3ccccc3)CC2)C1 (stereo unspecified)
5.7	-6.2	CC(C)n1cnc2c(NCc3ccccc3)nc(N3CCOCC3)nc21
9.3	32.7	c1cncc(CNc2nc(Nc3cccnc3)nc3c2ncn3-c2ccsc2)c1
x	0.4	Clc1ccccc1C(Cl)(c1ccccc1)c1ccccc1
x	-14.7	Cc1[nH]c(=O)[nH]c(=O)c1S(=O)(=O)Nc1cccc([N+](=O)[O-])c1
-16.8	-13.1	O=C(Nc1ccc(-c2cn[nH]c2)nc1)C1COc2ccccc2O1 (stereo unspecified)
-7.6	-1.8	CC(C)c1nc2ccc(-c3ccnn3C)cc2c(=O)[nH]1

(continued)
ASK1 primary	ULK1 primary	SMILES
2.9	0.9	C[C@H](O)CNC(=O)c1cc(Nc2ccc3[nH]ncc3c2)ccn1
17.4	-27.4	Nc1cccc(-c2nc(NCCc3ccc(O)cc3)c3ncn(C4CCCCC4)c3n2)c1
x	2.4	c1ccc(-c2cnc(N3CCCC3)nc2)cc1
3.6	-2.8	Cc1cc(NCCc2ccc(O)cc2)nc(-c2ccc(C(=O)N3CCN(C)CC3)cc2)n1
5.4	5.6	COc1cc(Nc2cc(Nc3ccc4c(c3)OCO4)ncn2)cc(OC)c1OC
3.0	2.6	Cc1cc(Nc2ccccc2)nc(NCCN2CCOCC2)n1
-7.9	-15.4	OC1CCC(Nc2nc(NC3CCN(Cc4ccccc4)CC3)c3ncn(-c4ccccc4)c3n2)CC1 (stereo unspecified)
4.4	-8.0	COc1cc2nc(N3CCC(N4CCOCC4)CC3)nc(Nc3ccc(NC(C)=O)cc3)c2cc1OC

The results go on:
ASK1 primary	ULK1 primary	SMILES
17.8	1.7	COc1ccc(-c2cc(Nc3cc(OC)c(OC)c(OC)c3)ncn2)cc1
-16.6	-2.6	CC(=O)c1cccc(-c2nccc(NCCN3CCOCC3)n2)c1
2.1	9.3	N#Cc1ccc2c(c1)CC(c1nc3ccc(-c4ccncc4)cc3[nH]1)CO2 (stereo unspecified)
7.3	-5.3	Cc1cc(-c2cn[nH]c2)cc(C)c1NC(=O)C1COc2ccccc2O1 (stereo unspecified)
x	-8.5	Cc1ccc(S(=O)(=O)n2ccn(CC(=O)NCCc3ccccc3)c2=O)cc1
10.1	-9.6	Nc1nc(NCCO)cc(NC2CCN(Cc3ccccc3)CC2)n1
-16.5	-14.1	CC(C)N(CCNc1nc(NC2CCN(Cc3ccccc3)CC2)nc2c1ncn2CCN1CCCC1=O)C(C)C
-18.0	69.5*	O=C(Nc1ccc(N2CCOCC2)cc1)c1cccc(Nc2ccncc2)c1
x	1.7	Cc1coc2ccccc2c1=O

Compounds as they come, and some 2.3% of all compounds hit somewhere here.
